GSK3beta inhib: human GSK3beta kinase inhibitors, primary screen, biochemical, cell-free homogeneous, HTS; GST-GSK3beta kinase, ADP-Glo luminescence, 60 min; stronger effect = lower value; hit rate 0.038% among 300,000; activity score (negative = inhibition), % at 10 µM;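 active = more than half of replicate wells score below -50%, meaning over 50% inhibition versus plate controls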;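 also: 0% = median DMSO wells and -100% = median GW8510 positive control wells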
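Assay system: GST-tagged human GSK3beta kinase, cell-free; Input: 1.6 ng GSK3beta; Medium: Tris/MgCl2 kinase buffer; Timing: 60 min enzyme reaction, room temperature; Signal: ADP-Glo luminescence quantifying ADP generated by kinase; Evaluation: score relative to plate controls; Benchmarks: DMSO neutral wells and GW8510 at 20 µM as positive.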
KCNQ1 pot: potentiators or activators of KCNQ1 channel, primary screen, cell-based, thallium flux, high-throughput | CHO-K1 KCNQ1, thallium flux FluxOR fluorescence; stronger effect = higher value | B-score at 10 µM | hit rate 0.35% among 310,000 | AID 2648, 2010;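 active = fluorescence ratio B-score, a plate-corrected score, at least three library SD, with initial intensity B-score within 5 SD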
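System: CHO-K1 cells stably expressing KCNQ1 / Medium: assay buffer for compound exposure, DMSO matched across wells / Reagent: thallium- and potassium-containing depolarizing buffer / Compound: one concentration, matched DMSO / Incubation: 20 min compound pretreatment at room temperature / Measured by: kinetic FluxOR fluorescence, 10 s baseline plus 110 s post-stimulus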
hERG protect: hERG rescue from dofetilide block, primary screen, cell-based, CHO-hERG, FluxOR thallium flux, dofetilide IC70 | Voltage-gated inwardly rectifying potassium channel KCNH2 (Homo sapiens), Q12809 | dofetilide IC70 present | activation (rescue from dofetilide block), less the hit threshold, % at 10 µM | hit rate 0.51% among 310,000 | AID 1511, 2009;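 active = activation above the mean of controls blocked by dofetilide plus 5 SD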;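 also: thallium influx through hERG after potassium depolarization seen as dye fluorescence rise; in these data hits start at about 4.7%; inactives centre near -7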
PolyA inh: polyadenylation inhibitors in yeast reporter cells, primary screen, luminescence, S. cerevisiae. calls only at 12 µM. S. cerevisiae SKY197-pL101 polyadenylation reporter, beta-gal luminescence; efflux-impaired pdr1/pdr3 knockout yeast; score 100 = 6 SD above DMSO. hit rate 0.02% among 300,000;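 active = lowest replicate activity score at least 50, where 100 means six control SD above control mean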;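 also: yeast exposed to compound for 9 h at 30 °C; higher score means more reporter readthrough which indicates perturbed polyadenylation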
KCNQ1 inh: inhibitors of human KCNQ1 channel, primary screen, cell-based, thallium flux, high-throughput | CHO-K1 KCNQ1, FluxOR thallium flux fluorescence; stronger effect = higher value | B-score at 10 µM | hit rate 1.3% among 310,000 | AID 2642, 2010;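 active = compounds whose thallium flux B-score, printed positive for inhibition, exceeds three library SD while starting fluorescence stays within three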;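 also: channel opened by potassium depolarization with thallium stimulus after 20 min compound exposure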
KCNK9 inh: KCNK9 potassium channel inhibitors, primary screen, HEK293 cells, thallium flux. Potassium channel subfamily K member 9 (Homo sapiens), Q9NPC2. FluxOR thallium flux fluorescence; stronger effect = lower value. B-score at 10 µM. hit rate 1.2% among 310,000. AID 488922, 2010;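 active = ratio B-score over 3 SD below the library mean, with starting fluorescence within 5 SD of its mean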;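 also: negative B-score means less thallium flux so channel inhibition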
RGS4 act: RGS4 potentiators or activators, primary screen, cell-based, HEK293 M3R inducible RGS4, calcium flux; hit rate 0.92% among 310,000; AID 463111, 2010; carbachol calcium flux Fluo4; stronger effect = lower value; B-score at 10 µM;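 active = B-score of the integrated calcium signal more than 4 SD below the library mean, with starting fluorescence not abnormally high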;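 also: negative B-score means reduced calcium response which marks RGS4 activation or potentiation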
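Assay system: Inducible-RGS4 HEK293 cells carrying M3 receptor | Schedule: Compound preincubation 20 min at room temperature before agonist | Signal: Kinetic calcium fluorescence imaging with Fluo4-AM dye, 2 µM | Read-out basis: B score from integrated fluorescence ratio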
GSK3 alpha inh: blockers of GSK3A enzyme activity – biochemical, luminescence, cell-free homogeneous, HTS, primary screen; hit rate 0.1% among 320,000; inhibition, % at 10 µM; AID 2650, 2010; GSK-3 alpha kinase, ADP-Glo luminescence, 60 min;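 in the data active = inhibition above about 50%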;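 also: GST-tagged GSK-3 alpha with peptide substrate and 25 µM ATP; 0% = DMSO neutral wells and 100% = GW8510 positive control wells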
Target sequence (P49840 whole entry, looked up): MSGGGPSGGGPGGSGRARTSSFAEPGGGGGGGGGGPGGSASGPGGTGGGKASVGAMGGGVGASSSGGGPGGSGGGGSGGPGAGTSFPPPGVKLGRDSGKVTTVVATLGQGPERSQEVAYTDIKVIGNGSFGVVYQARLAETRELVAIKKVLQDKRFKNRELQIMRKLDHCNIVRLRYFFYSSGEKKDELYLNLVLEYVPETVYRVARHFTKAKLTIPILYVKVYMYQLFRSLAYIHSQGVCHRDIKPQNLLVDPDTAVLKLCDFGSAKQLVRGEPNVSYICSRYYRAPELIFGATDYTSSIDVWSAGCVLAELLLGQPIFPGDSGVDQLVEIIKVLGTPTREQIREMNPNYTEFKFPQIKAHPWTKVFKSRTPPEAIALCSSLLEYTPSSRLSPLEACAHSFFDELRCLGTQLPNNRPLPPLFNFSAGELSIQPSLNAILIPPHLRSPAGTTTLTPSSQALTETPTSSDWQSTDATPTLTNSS
Dyrk1A ADPGlo: rat Dyrk1A kinase inhibitors, primary screen, biochemical, single point, plate reader | ADP-Glo luminescence, NFATc1 peptide | Dual specificity tyrosine-phosphorylation-regulated kinase 1A (Rattus norvegicus), Q63470 | AID 504441, 2011 | hit rate 0.43% among 310,000 | inhibition, % at 12.5 µM; in the data active = inhibition above about 50%;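 also: plate controls were vehicle with enzyme for no effect and no enzyme for full effect; many of its hits are not listed in these tables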
HDAC3 inhib: HDAC3 deacetylase inhibitors, primary screen, biochemical, fluorescence, cell-free homogeneous; hit rate 0.15% among 320,000; Histone deacetylase 3 (Homo sapiens), O15379; recombinant HDAC3, fluorogenic peptide/trypsin coupled; inhibition, % at 8.3 µM; AID 2718, 2010; in the data active = inhibition above about 26%, passing the limit was not always enough
Target sequence (O15379 whole entry, looked up): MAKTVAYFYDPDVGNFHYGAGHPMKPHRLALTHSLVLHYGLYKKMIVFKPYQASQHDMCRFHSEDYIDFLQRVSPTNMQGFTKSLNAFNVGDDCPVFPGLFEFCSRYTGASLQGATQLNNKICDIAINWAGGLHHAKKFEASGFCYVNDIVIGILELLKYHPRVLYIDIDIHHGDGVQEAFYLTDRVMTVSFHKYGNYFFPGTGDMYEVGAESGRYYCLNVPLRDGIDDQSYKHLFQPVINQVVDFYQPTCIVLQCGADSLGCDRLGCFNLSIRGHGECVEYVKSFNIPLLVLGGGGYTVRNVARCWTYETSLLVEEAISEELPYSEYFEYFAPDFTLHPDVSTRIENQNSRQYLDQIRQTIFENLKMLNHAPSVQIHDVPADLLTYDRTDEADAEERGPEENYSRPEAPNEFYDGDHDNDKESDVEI
KCNK3 block: human KCNK3 channel inhibitors, primary screen, CHO cells, FluxOR thallium flux, B-score | FluxOR fluorescence; stronger effect = lower value | B-score at 10 µM | Potassium channel subfamily K member 3 (Homo sapiens), O14649 | hit rate 0.84% among 340,000;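 active = B-score under library mean minus 4 SD, starting fluorescence ratio at most library mean plus 5 SD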;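 also: more negative B-score means stronger inhibition of thallium flux through KCNK3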
Active calls of the source: *; i = inactive; . = no result given.

structure | GSK3beta inhib | KCNQ1 pot | hERG protect | PolyA inh | KCNQ1 inh | KCNK9 inh | RGS4 act | GSK3 alpha inh | Dyrk1A ADPGlo | HDAC3 inhib | KCNK3 block
CS(=O)(=O)N1CCN(c2ccc([N+](=O)[O-])cc2F)CC1 | 0 | i | -2 | i | i | i | i | 0 | -5 | 3 | i
CC1CCCCC1NC(=O)c1ccc2c(c1)[nH]c(=O)n2C1CCCC1 (centres undefined) | 0 | i | -8 | i | i | i | i | 0 | -3 | -1 | -9.5*
CCc1nnc2c(NCCc3ccccc3)nc3ccccc3n12 | -2 | i | -3 | i | i | i | i | -3 | -1 | 3 | i
CN1CCc2c(sc3nc(NN)n(-c4ccc(Cl)cc4)c(=O)c23)C1 | 0 | i | -4 | i | i | i | i | 2 | 63* | -2 | i
COc1ccc(C(=O)NN2C(=O)C3C4C=CC(O4)C3C2=O)cc1 (centres undefined) | 3 | i | -4 | i | i | i | i | -3 | 7 | -2 | i
COc1ccc(-c2oc3ccc(-c4cc(OC)c(OC)c(OC)c4)cc3c2C#Cc2ccsc2)cc1 | -1 | i | -5 | i | i | i | i | 1 | 8 | 3 | i
Cc1ccc2nc(/C(C#N)=C/c3cn[nH]c3-c3ccc(F)cc3)[nH]c2c1 | -4 | i | -14 | i | i | i | i | 2 | 16 | -3 | i
Cc1ccc(OCc2cc(C(=O)N(C)CCc3nc4ccccc4[nH]3)no2)cc1C | -1 | i | -28 | i | i | i | i | . | -1 | . | i
Nc1cc2c(cc1C(=O)c1ccccc1F)OCCO2 | -6 | i | -5 | i | i | i | i | 4 | 1 | 7 | i
COCCCn1c(=O)c2ccccc2n(Cc2ccc(C)cc2)c1=O | 4 | i | -9 | i | i | -7.7* | i | -2 | -4 | -5 | i
Cc1ccc(Nc2nc3nonc3[nH]c2=O)cc1 | 4 | i | -13 | i | i | i | i | -4 | 6 | -2 | i
O=C(O)CC(Cc1ccc(Br)cc1)C(=O)Nc1ccccc1 (centres undefined) | 4 | i | -11 | i | i | i | i | -7 | -6 | 1 | i
Cc1ccc(NC(=O)CSc2ncccc2C(=O)Oc2cccc([N+](=O)[O-])c2)cc1Cl | -2 | i | -3 | i | i | i | i | 3 | -5 | -5 | i
CC(NS(C)(=O)=O)C(c1cccs1)N1CCN(c2ccccc2)CC1 (centres undefined) | 5 | i | -2 | i | i | i | i | 1 | -4 | 1 | i
O=C(c1ccco1)N1CCN(C(c2ccc(Cl)cc2)c2nnnn2Cc2ccccc2)CC1 (centres undefined) | 0 | i | -8 | i | i | i | i | 3 | -9 | 11 | i
CCCc1cc(NCCN(C)C)n2c(nc3ccccc32)c1C#N | 3 | i | -5 | i | i | i | i | 2 | . | -92 | i
O=C(Cc1c(Cl)cccc1Cl)N/N=C/c1cccnc1 | 1 | i | -8 | . | i | i | i | . | -3 | 5 | i
CC(C)c1ccccc1NS(=O)(=O)c1cccs1 | 0 | i | -12 | i | i | i | i | 0 | 4 | 4 | i
CCCn1c(SCC(=O)N2CCCc3ccccc32)nnc1-c1ccccn1 | 1 | i | 2 | i | i | i | i | -1 | -10 | -5 | i
COc1ccc(CC(CC(=O)O)C(=O)Nc2ccc(Cl)c(Cl)c2)cc1 (centres undefined) | 2 | i | -5 | i | i | i | i | -3 | -3 | -6 | i
CCOc1ccccc1C1C(C(N)=O)=C(C)Nc2nc(-c3cccc(C)c3)nn21 (centres undefined) | 2 | i | -15 | i | i | i | i | 2 | 0 | 0 | i
Cc1ccc(NC(=O)CSc2nnc(-c3ccccc3C)o2)cc1C | -7 | i | -8 | i | i | i | i | -3 | -7 | 1 | i
Cc1ccsc1/C=C1/NC(=O)N(Cc2ccc(F)cc2)C1=O | -2 | i | -7 | i | i | i | i | -1 | 2 | 5 | i
CC(C)OCCCNC(=O)C(=O)N/N=C/c1ccc(OCc2ccccc2)cc1 | 1 | i | -3 | i | i | i | i | -2 | . | -3 | i
FC(F)(F)c1nnc2ccc(NCc3ccccc3)nn12 | 4 | i | -11 | i | i | i | i | 1 | -5 | 1 | i

Next part.
structure | GSK3beta inhib | KCNQ1 pot | hERG protect | PolyA inh | KCNQ1 inh | KCNK9 inh | RGS4 act | GSK3 alpha inh | Dyrk1A ADPGlo | HDAC3 inhib | KCNK3 block
CCOC(=O)c1cc(CC)sc1N1C(=O)CC(Sc2ccccc2C(=O)O)C1=O (centres undefined) | 4 | i | -13 | . | i | i | i | -6 | -7 | -2 | i
COC(=O)Cc1c(C)c2c(OCc3nn[nH]n3)cc(C)cc2oc1=O | 3 | i | -10 | i | i | i | i | -2 | 1 | -32 | i
Cc1nc2c(C(F)(F)F)cccc2c2c1CCS2 | -2 | i | -9 | i | i | i | i | -3 | 2 | 0 | i
O=C1NC(c2ccccc2Cl)Nc2ccccc21 (centres undefined) | -8 | i | -9 | i | i | i | i | 1 | -6 | -19 | i
O=S(=O)(c1ccc2c(c1)OCCCO2)N1CCNCC1 | 2 | i | -4 | i | i | i | i | -2 | -16 | 0 | i
O=C(Nc1ncccc1Cl)C(Sc1ccccc1)c1ccccc1 (centres undefined) | 1 | i | -5 | i | i | i | i | 1 | -4 | 4 | i
C/C(=N/OCO/N=C(\C)c1ccccc1F)c1ccccc1F | -6 | i | -6 | i | i | i | i | -2 | 0 | 0 | i
CCOC(=O)CSc1nnc(C)n1N | 2 | i | -11 | i | i | i | i | -1 | -3 | -2 | i
C/C(=N\NC(=O)c1ccccc1[N+](=O)[O-])c1c(O)cc(C)oc1=O | -1 | i | -4 | i | i | i | i | -5 | 6 | 5 | i
CCOc1ccccc1NC(=O)C(NCCc1ccc(OC)cc1)c1ccccc1 (centres undefined) | 0 | i | -6 | i | 6* | i | i | . | 0 | 4 | -10*
O=C(NC1CCCCC1)C(c1ccc(F)cc1)N(Cc1cccs1)C(=O)CN1C(=O)c2ccccc2S1(=O)=O (centres undefined) | 0 | i | -10 | i | i | i | i | 1 | 4 | 0 | i
O=C(O)/C=C/C(=O)N(CC1CCCO1)C1CC(=O)N(c2c(Cl)cccc2Cl)C1=O (centres undefined) | -1 | i | -5 | i | i | i | i | 2 | -1 | -4 | i
O=C(O)c1ccc(Cl)c(S(=O)(=O)Nc2ccccc2C(=O)Nc2ccc(Cl)cc2)c1 | . | i | -12 | i | i | i | i | -10 | -10 | -2 | i
CN1C(=O)/C(=C/c2ccccc2OCc2cccc(F)c2)N(C)C1=S | 1 | i | -11 | i | i | i | -9.9* | -1 | -4 | -2 | i
O=C1c2cccc3c(N4CCCCC4)ccc(c23)C(=O)N1c1ccc(O)cc1 | 5 | i | -15 | . | i | i | i | -1 | -4 | 2 | i
CCOC(=O)CSc1nc(N)c(C#N)c(CC(C)C)c1C#N | -3 | i | -8 | i | i | i | i | 0 | -19 | -4 | i
Cc1cc(=O)oc2c(CN3CCC(C)CC3)c(O)c(Cl)cc12 | -1 | i | -10 | . | i | i | i | 4 | 4 | i | i
CCCCn1nnc(NC(=O)c2ccc(-c3cccc(Cl)c3)o2)n1 | 3 | i | -10 | i | i | i | i | -3 | 6 | 1 | i
Cc1cc(-c2nnc(SCC(=O)c3ccc(Cl)cc3)o2)no1 | -2 | i | -9 | i | i | i | i | 0 | -1 | 8 | i
CCC(=O)OCc1c(C(F)(F)F)nn(C)c1Sc1ccc(Cl)cc1 | 1 | i | -19 | i | i | i | i | 5 | -5 | 10 | i

Screening data from PubChem.

This is a subset; count on the stated rates, not on these rows.
